CDK5 inh = CDK5/p35 (human) kinase inhibition; Recombinant CDK5/p35, ADP-Glo luminescence, 60 min; inhibition, % at 10 µM; 330,000 compounds, 0.01% hits; AID 488839;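 active means highest replicate inhibition of at least 50% and at least 75% of replicates reaching 50%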;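 further: plate controls were DMSO neutral control for no effect and GW8510 at 10 µM for full effect; many of its hits are not listed in these tables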
RTF Ca sens act = cardiac RTF calcium sensitization | IANBD-labeled TnC RTF fluorescence at EC20 calcium; 0% EC20 calcium, 100% full calcium | P19429+P45379 | activation, % at 7.2 µM | 340,000 compounds, 0.24% hits;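 active means activation above the mean over all tested compounds plus 3 SD, cut at about 30% in these data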;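 further: rise in fluorescence read as greater calcium sensitivity of cardiac thin filaments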
HTR5A ag = HTR5A agonism, opioid heterodimer counter-screen. activation, % at 9.3 µM. 340,000 compounds, 0.61% hits. P47898. HTR5A agonist assay, luminescence, cell-based; in the data active means activation mostly above about 9.5%, no sharp cut-off; inactive means mostly below about 7.6%;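 further: 0% = cells with vehicle only and 100% = reference agonist; strong numbers were not always called active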
Rtt109 HAT inh = C. albicans Rtt109 histone acetyltransferase inhibition | inhibition, % at 34.9 µM | 330,000 compounds, 0.16% hits | purified Rtt109/Vps75, ThioGlo CoA-SH fluorescence, 4 h;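 active means inhibition of at least 50% in every replicate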
Target sequence (Q5AAJ8 whole entry, looked up): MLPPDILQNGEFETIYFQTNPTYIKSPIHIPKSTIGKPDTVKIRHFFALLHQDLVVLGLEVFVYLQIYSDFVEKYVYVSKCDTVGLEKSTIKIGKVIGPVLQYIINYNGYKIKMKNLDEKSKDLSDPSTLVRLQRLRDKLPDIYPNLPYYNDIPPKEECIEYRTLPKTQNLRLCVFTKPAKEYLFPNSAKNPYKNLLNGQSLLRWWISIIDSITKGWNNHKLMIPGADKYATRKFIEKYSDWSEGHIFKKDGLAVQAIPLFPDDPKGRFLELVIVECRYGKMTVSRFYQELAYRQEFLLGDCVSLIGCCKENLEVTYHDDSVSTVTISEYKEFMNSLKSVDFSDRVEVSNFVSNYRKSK
PvdQ inh = P. aeruginosa PvdQ acylase inhibition; purified PvdQ acylase, fluorescence plate reader; 340,000 compounds, 0.063% hits; AID 488965; inhibition, % at 10 µM; in the data active means inhibition above about 30%, passing the limit was not always enough;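 further: 0% = vehicle neutral wells and 100% = reference inhibitor wells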
MITF act = MITF TRPM1 promoter activation in melanoma cells; SK-MEL-5 TRPM1-promoter luciferase, 24 h; % of positive control, neutral wells = 0; activation, % at 12.5 µM; 300,000 compounds, 0.75% hits; AID 588334;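 active means mean activation of at least 80% with every replicate also reaching 80%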;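 further: 0% = neutral control wells and 100% = parthenolide positive control wells; values of inactives mirror those of a sister screen read the other way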
dFosB activator = enhances mouse delta FosB homodimer DNA binding; P13346; purified delta FosB, TAMRA-CDK5 oligo fluorescence polarization; percent of positive-control signal above neutral wells; activation, % at 25 µM; 340,000 compounds, 0.99% hits;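 active means mean activation above about 17%, with every replicate also reaching it, limit read from the data, passing the limit was not always enough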;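 further: fluorescence polarization rise as delta FosB binds a TAMRA Cdk5 AP-1 oligo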
Wnt bcat act = Wnt/beta-catenin pathway activation; 300,000 compounds, 1.2% hits; Wnt/beta-catenin reporter cell assay, activator, plate reader; activation, % at 9.35 µM; in the data active means activation above about 30%, passing the limit was not always enough;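 further: 0% = neutral control wells and 100% = positive control wells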
SR-BI DiI-HDL act = activators of SR-BI mediated HDL lipid uptake | CHO ldlA[mSR-BI] cells, DiI-HDL uptake fluorescence, 3 h; 100 = double the neutral-control signal | activation, % at 12.5 µM | 320,000 compounds, 0.096% hits | AID 504775;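 active means mean replicate activation of at least 60% and every replicate at or above 60%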;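 further: 0% = median plate neutral-control signal and 100% = twice that signal; values of inactives mirror those of a sister screen read the other way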
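Material: SR-BI-overexpressing, LDLR-lacking CHO cells; schedule: compound exposure 3 h, 37 °C; reagent: DiI-labelled HDL at 10 µg/mL final; technique: bottom-read fluorescence, 550/595 nm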
SR-BI HDL uptake = blocks mouse SR-BI lipid uptake from DiI-HDL; Q61009; ldlA[mSR-BI] CHO cells, DiI-HDL uptake fluorescence, 3 h; inhibition, % at 12.5 µM; 320,000 compounds, 0.96% hits; AID 488896;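 active means mean replicate inhibition of at least 70% and a set share of replicates each scoring 70 or more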;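 further: 0% = median of neutral control wells and 100% = median of positive control wells; values of inactives mirror those of a sister screen read the other way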
Target sequence (Q61009 whole entry, looked up): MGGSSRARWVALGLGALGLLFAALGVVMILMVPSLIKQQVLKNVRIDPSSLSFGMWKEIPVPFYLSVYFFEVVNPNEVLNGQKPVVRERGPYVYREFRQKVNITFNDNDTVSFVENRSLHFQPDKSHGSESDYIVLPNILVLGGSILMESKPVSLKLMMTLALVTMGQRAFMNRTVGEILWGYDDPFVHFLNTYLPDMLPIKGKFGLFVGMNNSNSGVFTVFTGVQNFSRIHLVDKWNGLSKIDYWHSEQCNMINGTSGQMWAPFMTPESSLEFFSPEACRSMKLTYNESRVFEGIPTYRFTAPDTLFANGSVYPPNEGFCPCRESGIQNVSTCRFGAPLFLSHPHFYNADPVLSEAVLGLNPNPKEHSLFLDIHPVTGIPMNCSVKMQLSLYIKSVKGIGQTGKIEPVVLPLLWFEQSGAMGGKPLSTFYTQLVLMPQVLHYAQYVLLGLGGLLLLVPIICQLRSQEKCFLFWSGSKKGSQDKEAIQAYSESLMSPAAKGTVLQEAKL
* hit, by the source's call; . = not tested or not shown.

SMILES	CDK5 inh	RTF Ca sens act	HTR5A ag	Rtt109 HAT inh	PvdQ inh	MITF act	dFosB activator	Wnt bcat act	SR-BI DiI-HDL act	SR-BI HDL uptake
Cc1cccc(C)c1NC(=O)CN1CCN(C(=O)CNC(=O)c2ccc(N3CCCC3=O)cc2)CC1	-0.9	2.1	-4.0	1.1	-11.4	-11.5	-2.5	-3.8	-9.3	9.3
COC(=O)NCCc1cc(OC)c(OC)cc1S(=O)(=O)N1CC(=O)Nc2ccccc21	0.7	3.2	-2.0	1.7	-11.8	-3.7	-6.4	1.0	11.3	-11.3
CCN1CCN(CC(=O)Nc2cccc(C)c2C)C(=O)C1=O	-0.9	-1.3	5.5	3.3	-8.5	-24.1	-2.7	-3.1	37.9	-37.9
Cn1c(=O)c2c(nc(NCCc3ccccc3)n2Cc2ccc(F)cc2)n(C)c1=O	-2.2	0.6	4.3	5.7	-12.6	-11.4	-15.4	-8.2	-21.1	21.1
O=C(N/N=C1\CCCc2ccccc21)c1cccc([N+](=O)[O-])c1	-1.0	5.4	0.3	-26.0	-11.7	7.5	0.6	0.6	-7.9	7.9
Cc1ccc(C(=O)NNC(=O)c2ccc(SCC3CCCO3)c([N+](=O)[O-])c2)cc1 (stereo not drawn)	-0.4	1.1	0.4	1.6	-9.0	-3.2	-10.2	-3.2	-64.7	64.7
CCn1c(CSc2nc3ccccc3[nH]2)nc2cc(C(=O)O)ccc21	-1.0	11.9	0.5	-60.0	9.1	.	-33.6	.	14.5	-14.5
COc1ccc(S(=O)(=O)N2CCC3(CC2)OCCN3S(=O)(=O)c2ccccc2)cc1OC	-3.5	12.6	-3.6	3.0	-6.2	0.3	2.8	-3.0	9.5	-9.5
Cc1ccc(-c2csc(NC(=O)CCNC(=O)c3ccco3)n2)cc1	0.7	-3.1	-1.0	-7.2	-6.3	-4.7	-12.4	-1.3	-24.8	24.8
COc1ccc([C@H]2CC(=O)C=C(c3ccc(C)cc3)C2)cc1	-2.0	1.8	2.0	-0.3	10.1	18.7	-2.0	17.7	-27.2	27.2
Cc1ccc(C)c2[nH]c(=O)c(CCNC(=O)Cc3cccs3)cc12	0.1	-8.2	2.1	-13.8	-3.5	.	-2.1	-0.5	3.9	-3.9
COc1ccc2[nH]c3c(=O)n(Cc4ccc(C(=O)N5CCC(C(N)=O)CC5)cc4)c(=S)[nH]c3c2c1	-1.1	-2.6	-3.0	4.5	-10.5	2.2	-6.8	-3.6	-5.0	5.0
COC(=O)c1ccc(NC(=S)N2CCN(C)CC2)cc1	-2.0	-1.6	13.0*	-8.1	-0.6	18.5	-4.1	-0.6	0.2	-0.2
Cc1cccc(N2CCN(C(=S)c3ccc([N+](=O)[O-])cc3)CC2)c1	-6.3	-2.8	3.3	4.0	-2.6	-16.6	-1.6	-0.6	35.5	-35.5
O=C(Oc1ccnc2cc(Cl)ccc12)N1CCCCCC1	0.8	0.4	-7.2	-9.5	-12.8	-4.6	-2.3	.	-45.2	45.2

Ordered by SMILES length (lowest first): 4 of the compounds above
SMILES	CDK5 inh	RTF Ca sens act	HTR5A ag	Rtt109 HAT inh	PvdQ inh	MITF act	dFosB activator	Wnt bcat act	SR-BI DiI-HDL act	SR-BI HDL uptake
CCN1CCN(CC(=O)Nc2cccc(C)c2C)C(=O)C1=O	-0.9	-1.3	5.5	3.3	-8.5	-24.1	-2.7	-3.1	37.9	-37.9
Cc1ccc(C)c2[nH]c(=O)c(CCNC(=O)Cc3cccs3)cc12	0.1	-8.2	2.1	-13.8	-3.5	.	-2.1	-0.5	3.9	-3.9
Cn1c(=O)c2c(nc(NCCc3ccccc3)n2Cc2ccc(F)cc2)n(C)c1=O	-2.2	0.6	4.3	5.7	-12.6	-11.4	-15.4	-8.2	-21.1	21.1
COC(=O)NCCc1cc(OC)c(OC)cc1S(=O)(=O)N1CC(=O)Nc2ccccc21	0.7	3.2	-2.0	1.7	-11.8	-3.7	-6.4	1.0	11.3	-11.3

Continuation.
SMILES	CDK5 inh	RTF Ca sens act	HTR5A ag	Rtt109 HAT inh	PvdQ inh	MITF act	dFosB activator	Wnt bcat act	SR-BI DiI-HDL act	SR-BI HDL uptake
Cc1nnc(NC(=O)C(C)Sc2nnc(-c3ccco3)n2C(C)C)s1 (stereo not drawn)	1.4	-3.6	-0.6	-0.8	-14.7	.	-5.5	1.5	.	.
CS(=O)(=O)c1ncc(Cl)c(C(=O)Nc2ccc3ccccc3c2)n1	-0.3	3.9	-5.2	.	-14.6	-102.9	-8.0	-8.8	-92.9	92.9*
CCOC(=O)c1cccc(N2C(=O)Nc3ccccc3N2O)c1	3.9	-6.9	2.5	.	5.3	-3.5	-3.3	2.3	18.2	-18.2
O=C(CNC(=O)c1ccc2c(c1)OCO2)Nc1cccc(Br)c1	-0.7	-2.6	-0.1	6.8	10.1	-4.7	-3.4	3.2	27.2	-27.2
CCC(=O)NC(=S)Nc1ccc(NC(=O)c2ccccc2[N+](=O)[O-])cc1	-0.7	-5.2	0.2	1.9	-6.4	7.3	-0.6	.	-22.0	22.0
COc1cc(S(=O)(=O)Nc2ccccc2)ccc1NC=O	0.5	2.7	-1.1	8.0	-10.0	-1.8	-0.6	.	1.3	-1.3
CCOC(=O)N1CCN(C(=O)C2CCCN(c3ncnc4c3nc3n4CCCCC3)C2)CC1 (stereo not drawn)	-1.1	-3.9	-0.4	-8.7	-10.4	-5.0	-0.4	-1.8	.	.
COc1ccc(C(=O)C2CCCN(Cc3ccc4nonc4c3)C2)cc1F (stereo not drawn)	2.0	-5.7	1.0	12.2	8.5	4.3	-1.5	-3.8	22.2	-22.2
O=C(CCc1ccccc1)NCCC1=CCCCC1	-0.8	-2.6	-3.7	6.3	-14.8	49.9	-0.7	16.6	-3.8	3.8
COc1cccc(C2C3=C(CCCC3=O)Nc3nc(-c4cc(OC)c(OC)c(OC)c4)nn32)c1 (stereo not drawn)	-3.0	1.6	0.3	.	-12.8	.	-4.5	.	0.4	-0.4
Cc1ccc2occ(/C=C/C(=O)O)c(=O)c2c1	2.4	-2.1	4.0	4.5	-10.8	-9.9	-8.1	1.4	15.6	-15.6
CCCn1c(CCl)nc2cc(S(=O)(=O)N3CCOCC3)ccc21	-1.8	-0.8	-0.9	10.5	-17.6	15.8	1.0	-1.1	38.9	-38.9
Cc1ccc(NCCC(=O)c2cccs2)cc1C	-0.5	2.4	3.5	-0.1	9.9	106.1*	-7.0	-0.7	7.9	-7.9
Cc1ccc(SCC(=O)N2c3ccccc3Sc3ccccc32)cc1	-1.5	6.3	1.6	10.4	-11.0	-0.6	-10.6	.	-0.3	0.3
CCCC1CC(C)(C(=O)Cn2[nH]c(=O)ccc2=O)OC1=O (stereo not drawn)	-0.1	8.3	4.4	-3.7	-24.8	11.4	-2.8	-0.1	0.3	-0.3

SR-BI HDL uptake, entries above that show a hit.
SMILES	CDK5 inh	Rtt109 HAT inh	PvdQ inh	MITF act	dFosB activator	Wnt bcat act	SR-BI DiI-HDL act	SR-BI HDL uptake
CS(=O)(=O)c1ncc(Cl)c(C(=O)Nc2ccc3ccccc3c2)n1	-0.3	.	-14.6	-102.9	-8.0	-8.8	-92.9	92.9*

New compounds follow.
SMILES	CDK5 inh	RTF Ca sens act	HTR5A ag	Rtt109 HAT inh	PvdQ inh	MITF act	dFosB activator	Wnt bcat act	SR-BI DiI-HDL act	SR-BI HDL uptake
O=C(CC(C(=O)O)c1cccc(Cl)c1)c1ccccc1 (stereo not drawn)	-2.2	-2.2	1.2	0.2	-12.7	0.9	-1.1	-3.6	5.5	-5.5
Cc1cc(C(=O)N2CCN(C(c3ccccc3)c3ccccc3)CC2)no1	-1.9	0.4	-0.8	8.1	-10.5	3.6	-13.4	.	6.0	-6.0
Cn1cccc1C(=O)OCC(=O)N1CCc2ccccc21	0.2	-3.6	-2.6	-3.3	10.0	100.4*	1.7	53.0*	-1.3	1.3
Cc1ccc(CNC(=O)CN(c2ccc(C)cc2)S(=O)(=O)c2c(C)nn(C)c2C)cc1	-2.0	-0.9	0.2	-0.5	-13.3	9.5	-8.8	-3.2	22.8	-22.8
COC(=O)c1cc(NC(=O)C2(S(=O)(=O)c3ccc(C)cc3)CC2)cc(C(=O)OC)c1	0.2	1.5	-1.7	3.2	16.2	-2.9	-4.5	.	-20.9	20.9
Oc1cccc2c(-c3nn[nH]n3)ccnc12	-4.4	-3.2	11.1	-12.3	-10.8	9.6	1.1	2.5	8.4	-8.4
N#Cc1c2ccc(OCC(=O)NCc3ccco3)cc2n2ccccc12	-1.3	2.8	-0.3	2.7	-20.8	-2.4	-1.3	-0.3	.	.
CC(/C=N/NC(=O)Cn1cnc2ccccc21)=C\c1ccccc1	-0.1	-7.6	.	6.7	8.0	-4.1	-4.5	-1.9	9.8	-9.8
COc1ccc(OC)c2c1cc(C(=O)N[C@H](C(=O)N1CCC[C@H]1C(=O)O)C(C)C)n2C	-0.2	2.8	-9.9	10.9	5.6	2.4	4.5	-1.2	-5.7	5.7
O=C(CN1N=C(C(F)(F)F)CC1(O)c1ccc([N+](=O)[O-])cc1)c1ccccc1 (stereo not drawn)	-2.5	-3.5	6.7	9.6	-11.0	-3.4	-11.9	-1.7	-3.7	3.7
Cc1ccccc1-n1ccnc1SCC(=O)O	0.4	5.1	4.0	4.8	-11.3	8.0	-0.3	.	18.8	-18.8
O=C(OCc1c(-c2ccccc2)ncc2ccccc12)c1cccs1	0.9	-4.1	1.9	1.3	7.6	6.3	4.8	4.9	4.7	-4.7
CN(CC(=O)N(C)CC(=O)Nc1c(Cl)cccc1Cl)Cc1ccccc1F	2.3	4.2	-8.2	0.2	-13.1	4.4	3.7	0.3	9.5	-9.5
Cc1ccc(NC(=O)C2Cc3ccccc3O/C2=N\O)cc1C (stereo not drawn)	-1.3	0.0	-3.7	0.1	-2.6	60.3	-1.2	8.5	-44.7	44.7
COc1ccc(N/C=C(\C2OC(=O)c3ccccc32)[N+](=O)[O-])cc1 (stereo not drawn)	-1.9	8.7	-3.3	1.1	-5.7	-0.1	-1.5	0.8	14.0	-14.0
COc1cccc(NC(C)C(=O)N2CC(C)OC(C)C2)c1 (stereo not drawn)	-0.2	7.3	0.2	-7.1	-10.0	10.7	-3.0	-3.8	-4.5	4.5
COc1ccc(C(=O)COC(=O)c2nc3nccc(C)n3n2)cc1F	-1.2	1.2	2.8	6.8	-17.0	-0.8	0.1	5.9	5.7	-5.7
CC(=O)NS(=O)(=O)c1cccnc1Nc1cccc(Cl)c1C	0.6	1.6	-0.5	-3.1	-9.4	-0.7	-1.2	-2.5	8.8	-8.8
COc1ccc(OC(=O)c2cccc([N+](=O)[O-])c2)c(C(=O)/C=C/c2cccs2)c1	0.1	0.6	0.2	-1.7	-7.3	7.0	-4.5	-3.7	-6.0	6.0
CCC1(C)NC(C(=O)O)Cc2c1[nH]c1ccccc21 (stereo not drawn)	0.6	-1.4	5.2	2.6	1.9	.	5.1	-0.3	3.3	-3.3
C#Cc1cccc(C(=O)N2CCCC(CCC(=O)NCc3ccccc3F)C2)c1 (stereo not drawn)	-0.1	-3.2	3.9	32.2	2.2	1.4	-1.5	-1.2	-6.7	6.7
CCC(=O)NC(=S)Nc1ccccc1F	-0.8	-4.7	8.5	11.0	1.0	4.0	-0.9	.	-9.7	9.7
Cc1ccccc1CSc1nc2ccccc2c(=O)n1C	1.1	0.3	-0.8	4.6	-4.1	.	-3.1	-1.7	0.4	-0.4
O=C(C1=C[C@@H](C2CC2)C[C@@H](OCc2ccc(CO)cc2)O1)N1CCOCC1	-6.6	12.2	-0.1	-13.0	-21.0	12.3	-5.5	1.3	7.5	-7.5
